Cneo AK release – Cryptococcus neoformans lysis via adenylate kinase release | C. neoformans lysis, adenylate kinase release luminescence, 4 h; normalised: neutral wells 0, clomiphene wells 100 | lysis activity, % at 15 µM | AID 651654 | actives 0.2% (n = 360,000);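 active = mean lysis activity across replicates of at least 80%, whatever share of replicates individually reach that level; inactive = mean lysis activity below 80%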
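Schedule: static 4 h at 37 °C with compound, 1 h detection; system: C. neoformans cells; benchmarks: Clomiphene as positive control; buffer or medium: fresh YPD medium; measure: luminescence rise reflecting yeast cell lysis; measured by: luminescent adenylate kinase detection reagent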
C2C12 statin – suppression of simvastatin myotoxicity. C2C12 myotubes + simvastatin, ATP luminescence, 48 h; scaled: DMSO 0, geranylgeraniol control 100. rescue of ATP level, % at 7.49 µM. actives 0.78% (n = 330,000);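 active = mean ATP rescue above about 67%, or every replicate alone reaching that limit, limit read from the data, passing the limit was not always enough; inconclusive = no clear call, values can overlap the other calls; inactive = mean under the limit and some replicate under it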;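 also: myotubes were challenged with 10 µM simvastatin during compound exposure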
miR122 inh – blocks miR-122 activity in Huh7 sensor cells; Huh7 miR-122 Renilla luciferase sensor, 48 h; neutral wells = 0, positive control = 100; activation (reporter increase), % at 12.5 µM; actives 0.3% (n = 340,000); AID 602342;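 active = mean replicate activation score at least 90 and every replicate individually at or above 90; inconclusive = only one of the two criteria met; inactive = neither criterion met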;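 also: higher luciferase means less miR-122 activity so hits act as miR-122 inhibitors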
ERp5 block – blocks human ERp5 reductase activity on insulin. AID 651711. ERp5 insulin aggregation, absorbance 650 nm, 90 min. inhibition, % at 9.99 µM. Q15084. actives 0.05% (n = 350,000);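 active = mean replicate inhibition above about 25%, with every replicate also reaching it, limit read from the data, passing the limit was not always enough; inconclusive = only one of those two criteria met; inactive = neither criterion met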
Target sequence (Q15084 whole entry, looked up): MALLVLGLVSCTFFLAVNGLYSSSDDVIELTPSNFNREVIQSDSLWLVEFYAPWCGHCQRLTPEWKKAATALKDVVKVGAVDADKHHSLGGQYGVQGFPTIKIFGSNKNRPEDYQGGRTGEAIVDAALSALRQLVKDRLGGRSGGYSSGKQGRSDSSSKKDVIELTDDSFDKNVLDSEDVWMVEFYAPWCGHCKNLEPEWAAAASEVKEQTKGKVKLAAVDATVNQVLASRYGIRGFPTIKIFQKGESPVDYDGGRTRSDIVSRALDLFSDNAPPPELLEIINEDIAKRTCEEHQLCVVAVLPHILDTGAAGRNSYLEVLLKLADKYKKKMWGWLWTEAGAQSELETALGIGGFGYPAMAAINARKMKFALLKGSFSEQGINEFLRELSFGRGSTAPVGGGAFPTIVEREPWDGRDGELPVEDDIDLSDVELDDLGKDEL
SIRT5 inh – inhibitors of human sirtuin-5 desuccinylase | inhibition, % at 15 µM | Purified SirT5, succinyl-peptide AMC, trypsin-coupled fluorescence | actives 1.1% (n = 330,000) | Q9NXA8; in the data active = inhibition above about 15%; inconclusive = no clear call, values can overlap the other calls
Target sequence (Q9NXA8 whole entry, looked up): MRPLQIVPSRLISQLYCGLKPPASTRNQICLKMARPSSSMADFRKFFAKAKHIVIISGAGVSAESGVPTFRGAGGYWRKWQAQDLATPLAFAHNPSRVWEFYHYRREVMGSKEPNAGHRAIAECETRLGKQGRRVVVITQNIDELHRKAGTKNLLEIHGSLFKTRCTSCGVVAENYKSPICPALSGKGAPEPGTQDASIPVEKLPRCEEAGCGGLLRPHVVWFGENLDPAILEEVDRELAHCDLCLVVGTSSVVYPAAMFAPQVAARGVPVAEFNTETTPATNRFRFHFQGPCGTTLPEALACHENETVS
esBAF inh – blocks esBAF chromatin remodeling in mouse ES cells; reporter increase, % at 12.5 µM; Bmi1-luciferase knock-in reporter, 24 h; 100% = twice the neutral-well signal; actives 2% (n = 350,000); in the data active = activation above about 40%; inconclusive = no clear call, values can overlap the other calls;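 also: 0% = median of the plate's neutral control wells and 100% = double that signal; a rise in the Bmi1 reporter signal indicates esBAF inhibition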
ARNT-TACC3 inh – disrupts binding between human ARNT and TACC3 | AlphaScreen His-ARNT PAS-B/GST-TACC3 binding, luminescence; TACC3 fragment carries E629A point mutation | inhibition, % at 9.99 µM | actives 0.66% (n = 390,000);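 active = mean inhibition of replicates at least 50% and at least half of replicates each reaching 50%; inconclusive = half or more replicates reach 50% but mean below 50%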;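 also: 0% = complete ARNT plus TACC3 wells and 100% = ARNT alone without TACC3; many hits fall short of the cut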
Numbers without * were called inactive; ? = inconclusive; . = no result given; [ ] = dose if it differs, or a comment. The order is random, and some 4% of all compounds hit somewhere here.

Values run as follows: miR122 inh, C2C12 statin, ERp5 block, esBAF inh, ARNT-TACC3 inh, Cneo AK release, SIRT5 inh
[1] COCCn1cnc2c1c(=O)n(CC(=O)Nc1cc(C)on1)c(=O)n2Cc1ccccc1
  1.1, 0.9, ., -2.2, -33.3, 0.7, .
[2] COc1ccccc1N1CCN(CCCNC(=O)Cn2ncc3c([nH]c4ccccc43)c2=O)CC1
  5.2, 1.4, -0.9, 4.0, 5.7, -3.6, -3.5
[3] C/C=C/C(=O)OCC(=O)Nc1ccc(OC)c(OC)c1
  ., ., 1.3, ., -1.3, ., 0.4
[4] OC[C@@H]1[C@H](c2ccc(-c3ccc(F)cc3)cc2)[C@@H]2CN(Cc3cccnc3)CCCCN12
  4.3[16.7 µM], 1.8, 6.1, 4.3, 21.0, -4.6, 1.8
[5] COc1ccc(CC(=O)Nc2cccc(S(=O)(=O)N3CCCCC3)c2)cc1
  30.4, 4.4, -0.6, 12.9, -1.7, -1.4, -2.0
[6] O=C(Cc1ccccn1)N[C@H]1CC[C@H](CC(=O)N2CCCCC2)O[C@H]1CO
  ., -4.3, -3.4, 5.7, 2.4, -0.6, -2.4
[7] O=C(CC1S/C(=N/N=C/C=C/c2ccccc2)NC1=O)Nc1ccc(Cl)c(Cl)c1 (configuration not stated)
  0.7, ., 3.7, ., 0.3, -1.3, .
[8] CCCCn1c(=O)n(CC(O)c2ccccc2)c(=O)c2c1ncn2C1CCCC1 (configuration not stated)
  -10.0, -2.1, ., 1.8, -3.3, 0.5, .
[9] O=C(Nc1ccccc1)N[C@@H]1CC[C@@H](CCNS(=O)(=O)c2ccccc2F)O[C@H]1CO
  ., -15.7, -2.1, -2.8, -7.7, -1.2, 1.1
[10] O=C(CS(=O)(=O)c1cn(Cc2ccc(Cl)cc2)c2ccccc12)N1CCOCC1
  ., 6.3, -5.4, 4.5, -0.6, 2.5, -2.9
[11] CN(CC(=O)Nc1ccc(S(=O)(=O)N2CCCC2)cc1)Cc1ccc(Cl)cc1Cl
  -2.3, 8.5, -4.1, -9.0, -2.1, 0.1, -2.7
[12] CC(C)NC(=S)N/N=C/c1ccc(C(C)(C)C)cc1
  ., ., 2.1, ., 3.6, 59.9, 3.5
[13] Cc1c(C(=O)NC(C)C)c(-c2ccccc2)nn1-c1ccccc1
  -1.6, ., 0.3, ., -6.2, -4.4, 3.0
[14] Cc1ccc(-c2nn3c(-c4ccco4)nnc3c3ccccc23)cc1S(=O)(=O)NCC1CCCO1 (configuration not stated)
  -3.7, -0.7, ., 1.7, -1.8, -0.7, .
[15] CN1C(=O)c2cc(NC(=O)c3ccc(C#N)cc3)ccc2OC[C@H]2O[C@@H](CC(=O)NCc3ccc4c(c3)OCO4)CC[C@@H]21
  ., 19.7, -3.8, -8.6, -4.9, -5.8, 5.5
[16] C/C(Cn1cnc([N+](=O)[O-])n1)=N/NC(=O)COc1ccccc1Cl
  ., ., 1.4, ., -4.7, ., -1.6
[17] CC1C(=O)NC(=O)C1c1ccccc1 (configuration not stated)
  ., ., -1.3, ., -5.4, ., -0.4
[18] O=C(CN1C(=O)C(=O)N(C2CCCC2)C1=O)NCCc1ccc(F)cc1
  ., -2.7, 1.9, -1.2, -2.3, -8.6, .
[19] CC(C)(CO)CNC(=O)CCc1nnc(-c2ccc(-c3ccccc3)cc2)o1
  ., 3.7, -2.1, -30.4, -3.6, 1.8, -1.4
[20] Cc1nc(-c2ccc(NC(=O)Cc3ccccc3)cc2)cs1
  -9.8, -52.6, 9.8, 48.6*, 7.0, -1.5, 1.0
[21] O=C([C@@H]1[C@@H](CO)[C@@H]2Cn3c(ccc(-c4ccccc4F)c3=O)[C@@H]2N1CC1CC1)N1CCCCC1
  ., -4.7, 0.2, -2.1, 9.5, 0.2, 0.2
[22] COc1ccc(/C=C/C(=O)NCCc2ccc(OC)c(OC)c2)cc1
  9.3, ., ., ., -4.7, 2.4, .
[23] Cc1[nH]c(=O)[nH]c(=O)c1S(=O)(=O)Nc1ccc(Cl)c([N+](=O)[O-])c1
  -4.4, 1.6, -2.1, -4.2, -4.4, -0.2, -4.7
[24] COCC(=O)N1CCCCN2[C@H](CO)[C@H](c3ccc(C#Cc4ccc(OC)cc4)cc3)[C@H]2C1
  -15.6[16.7 µM], ., -3.2, ., 10.7, -2.0, 3.8
[25] Cc1ccccc1Nc1nnc(SCC(=O)Nc2ccccc2[N+](=O)[O-])s1
  -4.8, 3.1, -1.1, 2.1, 2.1, 0.1, 1.5
[26] COc1ccc(/C(O)=C2/C(=O)C(=O)N(c3nc(C)c(C)s3)C2c2ccco2)cc1 (configuration not stated)
  10.5, 2.7, ., 5.9, 26.5, 0.0, .
[27] CCCN(CCC)S(=O)(=O)c1ccc(Cl)c(OC)c1
  1.3, 0.2, 1.8, 2.9, -3.2, 3.8, -6.0
[28] Cc1noc(C)c1NC(=O)NCCN1CCN(Cc2ccccc2)CC1
  -0.4, -13.9, 0.2, 12.5, -5.1, 8.2, -1.7
[29] CCN(CC)Cc1c(O)ccc2c(=O)c(-c3ccc(Cl)cc3)coc12
  -3.0, 3.5, 4.9, 12.7, -10.9, -1.1, 1.9
[30] CCC(=O)N(Cc1ccc(C)cc1)Cc1cc2cc3c(cc2[nH]c1=O)OCO3
  -3.2, -11.8, -3.9, -4.0, ., -3.1, -6.2
[31] O=[N+]([O-])c1ccc(N2CCN(c3ccc(Cl)nn3)CC2)cc1NC1CC1
  -2.3, -0.4, ., 7.2, 2.4, ., .
[32] COc1ccccc1CN1[C@H](CO)[C@@H]2c3ccccc3N(C(=O)C3CCOCC3)C[C@@H]21
  19.2[16.7 µM], -2.6, 1.4, -1.6, 2.6, -9.1, 3.1
[33] COC(=O)c1ccc(COc2ccc3c4c(c(=O)oc3c2)CCC4)o1
  -6.6, 3.8, ., 17.8, 1.6, 1.2, .
[34] CC(=O)c1ccc(NC(=O)Cn2c3ccccc3c3nc(=O)cc(C)n32)cc1
  0.7, 4.1, -50.0, 3.2, -7.5, 0.3, 1.5
[35] CCOc1ccc(/C=N/NC(=O)c2nnn(-c3nonc3N)c2CN2CCC(C)CC2)cc1
  -4.0, 17.3, 2.3, -3.6, 7.3, 0.2, -0.9
[36] O=C(CCSCc1ccc(Cl)cc1)NCc1cccs1
  -0.6, ., 2.9, ., 8.1, ., -0.7
[37] CCOc1ncccc1C(=O)NC(C)CCc1ccccc1 (configuration not stated)
  3.5, -3.9, 0.2, 0.6, -1.0, 0.2, 0.8
[38] CCC/C(O)=C1\C(=O)CC(c2ccccc2)CC1=NC(C)C(=O)O (configuration not stated)
  -4.1, ., 1.2, ., -8.6, 17.0, 1.4
[39] COc1ccc(C(=O)O/N=C(\C)c2cnccn2)cc1
  ., ., 0.4, ., 5.9, ., 1.4
[40] COc1ccc(S(=O)(=O)Nc2ccc3c(c2)C(=O)N([C@H](C)CO)C[C@H](C)[C@H](CN(C)S(=O)(=O)c2ccc(F)cc2)OCCCC[C@@H](C)O3)cc1
  15.8[16.7 µM], ?, -2.3, 3.8, 0.1, -0.1, 9.3

Exported field by field: 3 of the compounds above.
[32] COc1ccccc1CN1[C@H](CO)[C@@H]2c3ccccc3N(C(=O)C3CCOCC3)C[C@@H]21
  miR122 inh: 19.2[16.7 µM]
  C2C12 statin: -2.6
  ERp5 block: 1.4
  esBAF inh: -1.6
  ARNT-TACC3 inh: 2.6
  Cneo AK release: -9.1
  SIRT5 inh: 3.1

[33] COC(=O)c1ccc(COc2ccc3c4c(c(=O)oc3c2)CCC4)o1
  miR122 inh: -6.6
  C2C12 statin: 3.8
  ERp5 block: .
  esBAF inh: 17.8
  ARNT-TACC3 inh: 1.6
  Cneo AK release: 1.2
  SIRT5 inh: .

[34] CC(=O)c1ccc(NC(=O)Cn2c3ccccc3c3nc(=O)cc(C)n32)cc1
  miR122 inh: 0.7
  C2C12 statin: 4.1
  ERp5 block: -50.0
  esBAF inh: 3.2
  ARNT-TACC3 inh: -7.5
  Cneo AK release: 0.3
  SIRT5 inh: 1.5

Continued.
Values run as follows: miR122 inh, C2C12 statin, ERp5 block, esBAF inh, ARNT-TACC3 inh, Cneo AK release, SIRT5 inh
[41] COc1ccc(C2CC(c3cccs3)=NN2S(=O)(=O)c2ccc(C)cc2)cc1 (configuration not stated)
  44.0, -32.6, ., 3.5, -4.0, -2.4, .
[42] O=C(NC1CCCC1)C(=O)N(Cc1cccnc1)C(C(=O)NCC1CCCO1)c1ccco1 (configuration not stated)
  ., ., -2.7, ., -4.4, ., -1.6
[43] Cc1ccccc1-c1cc(C(=O)NCc2cccs2)nn1CC1CC(c2cccc([N+](=O)[O-])c2)=NO1 (configuration not stated)
  ., -2.1, -4.2, 4.5, 4.7, -3.7, .
[44] Cc1noc(C)c1S(=O)(=O)N(C)C[C@@H]1Oc2ccc(NC(=O)CCC(F)(F)F)cc2CC(=O)N([C@H](C)CO)C[C@@H]1C
  -3.4[16.7 µM], -7.3, 10.0, -2.1, 1.6, 2.1, 8.8
[45] COc1ccc(N(CC(=O)NCCSc2ccccn2)S(=O)(=O)c2ccc(C)cc2)cc1OC
  ., -3.9, -2.9, -5.9, -4.2, 1.1, 0.4
[46] Cc1c(CC(=O)NCCCCCC(=O)O)c(=O)oc2c(C)c3oc4c(c3cc12)CCCC4
  0.1, -5.5, 2.6, 6.8, -3.3, -2.4, -2.1
[47] O=C(NCCF)C1Nc2ccc(OC(F)(F)F)cc2C2C=CCC12 (configuration not stated)
  4.1, 5.4, ., 0.0, ., -0.7, .
[48] COc1ccc(C2=NN(C(=O)CSc3nc4ncc(Cl)cc4[nH]3)C(c3ccco3)C2)cc1 (configuration not stated)
  0.5, -3.4, -0.9, -10.1, -0.4, 0.2, -1.2
[49] COc1ccccc1Oc1ccccc1C(=O)O
  2.2, 6.8, 1.3, -5.6, -10.3, 3.0, -9.1
[50] COc1ccccc1CNc1nc(NC(C)C)nc2ccsc12
  -0.7, -81.2, 1.7, -8.5, ., -0.5, .
[51] O=S(=O)(c1ccccc1)C1(S(=O)(=O)c2ccccc2)CCCC1
  2.4, -3.1, ., -1.9, 0.1, 1.9, .
[52] COc1ccc(CN(C)C[C@H]2Oc3ccc(NC(=O)Nc4ccc(C(F)(F)F)cc4)cc3C(=O)N([C@H](C)CO)C[C@H]2C)cc1
  -9.6[16.7 µM], -13.9, 0.0, -5.7, 10.8, 3.7, -0.1
[53] CCn1c(SCc2nc(-c3cccs3)no2)nnc1-c1c[nH]c2ccccc12
  ., -10.5, ., 0.3, 1.5, 0.9, .
[54] O=C(Nc1nc2ccsc2c(=O)s1)c1ccco1
  -10.9, ., 9.4, ., ., -0.3, 3.5
[55] O=C(N[C@H]1CC[C@@H](CCn2cc(-c3ccccn3)nn2)O[C@@H]1CO)c1ccncc1
  ., -4.1, -2.9, -6.6, 66.3*, 6.8, 2.5
[56] Cc1ccc(-c2ccccc2NC(=O)CS(=O)CC(=O)Nc2ccc(C)c(Cl)c2)o1 (configuration not stated)
  -8.1, ., 6.0, ., 17.6, 0.0, -2.1
[57] COc1ccc(CCNC(=S)N2CCN(S(=O)(=O)c3cccc(F)c3)CC2)cc1
  ., 3.0, 2.6, -4.5, -1.2, 1.6, -1.4
[58] O=C(CC(NC(=O)c1ccccc1)c1ccccc1)Nc1ccc(F)c(F)c1 (configuration not stated)
  ., ., -0.6, ., 3.7, ., -1.5
[59] COc1ccc(N2CCN(C(=O)COC(=O)Cc3cccc(OC)c3)CC2)cc1
  ., -2.9, -1.1, -9.1, -0.1, ., 0.7
[60] COc1ccc(C(=O)NC(C(=O)N2CCN(C/C=C/c3ccccc3)CC2)C(C)C)cc1 (configuration not stated)
  -4.2, 2.0, 2.0, 3.7, ., -0.9, .

Screening results from PubChem.
